Screening data deposited in PubChem BioAssay by several laboratories.
TRPC6 inh – blocks the mouse TRPC6 cation channel; AID 2553; actives 1.1% (n = 310,000); HEK293-TRPC6, membrane potential dye, ACh-evoked depolarization; active compounds read low; B-score at 10 µM;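 active means B-score under library mean minus 3 SD, initial fluorescence not abnormally high, positive integrated signal ratio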;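 further: B-score derived from integrated fluorescence ratio over the kinetic read; more negative B-score means stronger inhibition of depolarization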
Target sequence (Q61143 whole entry, looked up): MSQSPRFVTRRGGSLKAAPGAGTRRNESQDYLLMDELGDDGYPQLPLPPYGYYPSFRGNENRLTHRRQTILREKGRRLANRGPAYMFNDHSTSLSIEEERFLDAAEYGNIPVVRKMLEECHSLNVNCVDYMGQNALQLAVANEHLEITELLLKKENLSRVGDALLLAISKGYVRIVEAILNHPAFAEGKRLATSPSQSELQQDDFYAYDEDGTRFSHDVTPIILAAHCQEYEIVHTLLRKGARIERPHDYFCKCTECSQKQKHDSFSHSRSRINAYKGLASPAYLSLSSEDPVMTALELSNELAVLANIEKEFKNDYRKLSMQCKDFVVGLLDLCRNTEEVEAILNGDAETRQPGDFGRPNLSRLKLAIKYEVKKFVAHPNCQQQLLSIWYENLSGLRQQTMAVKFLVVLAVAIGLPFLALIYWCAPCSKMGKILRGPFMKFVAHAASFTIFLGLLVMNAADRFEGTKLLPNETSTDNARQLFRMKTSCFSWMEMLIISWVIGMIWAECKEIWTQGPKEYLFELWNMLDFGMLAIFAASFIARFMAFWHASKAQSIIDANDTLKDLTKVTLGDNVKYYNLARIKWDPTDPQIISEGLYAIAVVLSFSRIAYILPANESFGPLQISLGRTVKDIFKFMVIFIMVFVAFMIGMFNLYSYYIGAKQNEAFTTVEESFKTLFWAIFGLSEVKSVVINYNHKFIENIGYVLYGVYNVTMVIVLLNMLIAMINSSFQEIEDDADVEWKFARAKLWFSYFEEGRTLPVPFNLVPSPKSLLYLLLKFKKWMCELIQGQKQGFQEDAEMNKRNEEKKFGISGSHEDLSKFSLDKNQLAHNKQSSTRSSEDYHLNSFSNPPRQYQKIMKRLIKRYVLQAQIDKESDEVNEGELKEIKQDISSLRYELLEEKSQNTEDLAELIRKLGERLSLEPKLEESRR
TRPC6 act – mouse TRPC6 channel activation; Q61143; HEK293-TRPC6 membrane potential dye fluorescence; active compounds read high; B-score at 10 µM; actives 0.13% (n = 310,000);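 active means B-score of the integrated fluorescence ratio above library mean plus 3 SD, and starting fluorescence ratio within library mean plus 5 SD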;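 further: higher score means more depolarization so channel activation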
RGS4 block – inhibitors of human RGS4; B-score at 10 µM; HEK293 M3R/RGS4 inducible, Fluo-4 calcium flux; active compounds read high; triggered by carbachol at its EC20; AID 463165; actives 0.45% (n = 310,000);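 active means B-score, a plate-corrected calcium signal, over three deviations above library mean, with baseline fluorescence within five deviations of library mean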;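 further: RGS4 expression induced by doxycycline in cells with stable M3 receptor; B-score is computed from the integrated fluorescence ratio over baseline after carbachol; higher B-score means a larger calcium signal and so more RGS4 inhibition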
Target sequence (P49798 whole entry, looked up): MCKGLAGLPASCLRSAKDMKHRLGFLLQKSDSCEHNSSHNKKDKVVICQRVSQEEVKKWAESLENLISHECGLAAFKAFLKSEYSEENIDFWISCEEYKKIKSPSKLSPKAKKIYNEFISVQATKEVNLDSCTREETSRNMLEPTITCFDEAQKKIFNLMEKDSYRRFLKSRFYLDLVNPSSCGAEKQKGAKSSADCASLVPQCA
Platelet DG rel – modulates dense granule release in human platelets | inhibition, %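 (compounds screened at 7.5 µM in platelet-rich plasma)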 | human platelet-rich plasma, SFLLRN dense granule ATP release, luminescence | actives 0.22% (n = 300,000) | AID 1663;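 active means mean replicate score, as percent of positive control, at or above 50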
MrgX1 allo act – allosterically activates human MrgX1 receptor signaling | Q96LB2 | MrgX1-HEK293, Fluo-4 calcium flux, FDSS; active compounds read high | B-score at 10 µM | actives 0.63% (n = 310,000);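 active means plate-corrected calcium response at least 3 library SD above typical, normal starting fluorescence, not activating the receptor alone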;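 further: compound read alongside a low EC10 to EC30 dose of BAM8-22 agonist; peak minus trough fluorescence over baseline measured at the second addition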
MrgX1 antagonist – antagonists of human MrgX1 receptor | Q96LB2 | MRGX1-HEK293 calcium flux, Fluo-4, BAM8-22 antagonism; active compounds read low | B-score at 10 µM | actives 1.3% (n = 310,000) | AID 588676;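 active means calcium-response B-score plate-corrected more than 3 library SD below zero, starting fluorescence within 5 deviations, no agonist response on first addition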;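 further: peak minus trough fluorescence over baseline after final BAM8-22 challenge near maximal dose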
TRPC4 inh – TRPC4 (mouse) channel inhibition; Q9QUQ5; AID 2247; B-score at 10 µM; actives 0.39% (n = 300,000); HEK293 TRPC4beta/mu-opioid, DAMGO-evoked Fluo4 calcium flux; active compounds read low;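 active means B-score over 3 SD under the library average, no early fluorescence shift, positive overall ratio signal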
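Signal: kinetic Fluo4 fluorescence imaging of calcium influx. Material: stable TRPC4beta/mu-opioid receptor HEK293 cells. Probe or stimulus: DAMGO in two steps, submaximal then maximal.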
MrgX1 agonist – activates human MrgX1 receptor signaling; actives 0.44% (n = 310,000); MrgX1-HEK293 cells, Fluo-4 calcium fluorescence, agonist mode; active compounds read high; B-score at 10 µM;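 active means calcium response B-score plate-corrected fluorescence ratio at least 3 library SD, with starting fluorescence B-score inside 5 SD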
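times = overnight plating, then 30 min 37 °C plus 30 min room-temperature dye loading | assay system = stable human MrgX1 HEK293 cell line | input = fifteen thousand cells per well | signal = kinetic calcium dye fluorescence, Fluo-4 NW | dosing = compound delivered in addition one of three | read-out = B-scored fluorescence response ratio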
HIF activator – HIF pathway transcriptional activation; activation, % at 7.5 µM (by protocol); U2OS HRE-luciferase reporter, luminescence; normalized: DMSO 0%, desferrioxamine 100%; AID 1910; actives 0.32% (n = 300,000);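 active means mean activation of at least 10% of the iron chelator positive control signal, with at least half of replicates also reaching 10%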
RGS4 pot – RGS4 potentiation or activation. actives 0.92% (n = 310,000). HEK293 M3R/inducible RGS4, carbachol calcium flux Fluo4; active compounds read low. AID 463111. B-score at 10 µM;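 active means B-score of the integrated calcium signal more than 4 SD below the library mean, with starting fluorescence not abnormally high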;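 further: negative B-score means reduced calcium response which marks RGS4 activation or potentiation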
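Also added: carbachol at ECmax as muscarinic agonist stimulus; Assay system: HEK293 cells with stable M3R and inducible RGS4; Timing: overnight RGS4 induction, 30 min dye load 37 °C, 20 min compound RT; Measured by: Fluo4-AM (2 µM) calcium-flux fluorescence, kinetic read.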
SKKanGAS inh – blocks kanamycin growth of S. pyogenes SKKanGAS strain. actives 1.3% (n = 300,000). BacTiter-Glo, 6 h. inhibition, % at 7.5 µM;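 active means mean replicate score, as percent of positive control median, at least 50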;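 further: strain carries kanamycin resistance gene driven by streptokinase promoter and grows in 40 µg/ml kanamycin; loss of luminescence reflects streptokinase promoter inhibition or plain growth inhibition; 0% = median of DMSO wells and 100% = positive control at its reference dose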
Numbers without * were called inactive; i = inactive; · = not tested or not shown.

SMILES	TRPC6 inh	TRPC6 act	RGS4 block	Platelet DG rel	MrgX1 allo act	MrgX1 antagonist	TRPC4 inh	MrgX1 agonist	HIF activator	RGS4 pot	SKKanGAS inh
O=C1c2ccccc2N(Cc2ccc(Cl)cc2)C2=NCCN12	i	i	i	4	i	i	i	i	0.1	i	6
CCOc1ccccc1N1CCN(CC(=O)N(CC(C)C)c2c(N)n(CC(C)C)c(=O)[nH]c2=O)CC1	i	i	i	-2	i	i	i	i	0.1	i	4
C=CCOC(=O)C1=C[C@H](c2coc3ccccc3c2=O)C[C@H](OCCCCO)O1	i	i	i	-2	i	i	i	i	2.8	i	-2
Cc1nnc(SCC(=O)Nc2cc(S(C)(=O)=O)ccc2Cl)n1Cc1ccccc1	i	i	i	2	i	i	i	i	-0.2	i	-3
CCc1ccc2nc(N(CCN(C)C)C(=O)c3ccc4ccccc4c3)sc2c1	i	i	i	6	i	i	i	i	2.3	i	-1
CCCCC1(C(=O)OCC)CC(CSC(=N)N)OC1=O (centres undefined)	i	i	i	1	i	i	i	i	-0.1	i	-1
CC/C(=N\O)c1c(O)c2c(n(-c3ccccc3)c1=O)CCCC2	i	i	i	5	i	i	i	i	0.5	i	-5
CCc1nnc(NC(=O)CSc2nnc(Cc3ccccc3)o2)s1	i	i	i	-9	i	i	i	i	0.0	i	-9
CCCNC(=O)c1cc(SC)ccc1Cl	i	i	i	-4	i	i	i	i	-0.2	i	-4
Clc1ccc(C2CC(c3ccco3)n3ncnc3N2)cc1Cl (centres undefined)	i	i	i	·	i	i	i	i	1.0	i	42
Cc1ccc2nc(SCC(=O)Nc3cc(C(F)(F)F)ccc3N3CCOCC3)[nH]c2c1	i	i	i	6	i	i	i	i	0.9	i	13
O=C(/C=C/c1cccs1)Nc1ccc([N+](=O)[O-])cc1	i	i	i	0	i	i	i	i	3.1	i	-1

Rewritten with bars between the fields: 3 of the compounds above.
molecule | TRPC6 inh | TRPC6 act | RGS4 block | Platelet DG rel | MrgX1 allo act | MrgX1 antagonist | TRPC4 inh | MrgX1 agonist | HIF activator | RGS4 pot | SKKanGAS inh
O=C1c2ccccc2N(Cc2ccc(Cl)cc2)C2=NCCN12 | i | i | i | 4 | i | i | i | i | 0.1 | i | 6
CCOc1ccccc1N1CCN(CC(=O)N(CC(C)C)c2c(N)n(CC(C)C)c(=O)[nH]c2=O)CC1 | i | i | i | -2 | i | i | i | i | 0.1 | i | 4
C=CCOC(=O)C1=C[C@H](c2coc3ccccc3c2=O)C[C@H](OCCCCO)O1 | i | i | i | -2 | i | i | i | i | 2.8 | i | -2

Following part
SMILES	TRPC6 inh	TRPC6 act	RGS4 block	Platelet DG rel	MrgX1 allo act	MrgX1 antagonist	TRPC4 inh	MrgX1 agonist	HIF activator	RGS4 pot	SKKanGAS inh
CC1=Nn2c(nc3sc4c(c3c2=O)CCCC4)SC1	i	i	i	3	i	i	i	i	1.6	i	-1
O=C(N/N=C/C=C/c1ccccc1)NC1CCCCC1	i	i	i	8	i	i	i	i	0.8	i	21
O=C(Nc1ccccc1C(=O)N1CCOCC1)C1CC(=O)N(c2ccc(F)cc2)C1 (centres undefined)	i	i	i	-10	i	i	i	i	0.0	i	14
CN1CCN(C(=O)c2ccc3c(=O)n(-c4ccc(F)cc4)c(=S)[nH]c3c2)CC1	i	i	i	-2	i	i	i	i	0.6	i	-2
COc1c(C=O)c(CCN(C)C(=O)c2ccc(F)cc2)cc2c1OCO2	i	i	i	-10	i	i	i	i	-0.4	i	-6
CCOC(=O)C1(Cc2ccccc2)CCN(Cc2cnn(CC)c2)CC1	i	i	i	2	i	i	i	i	0.0	i	5
Cc1ccccc1OCC(=O)Nc1ccc([N+](=O)[O-])cc1	i	i	i	8	i	i	i	i	1.1	i	-4
CC1CCCCC12NC(=O)N(CC(=O)c1ccc(Cl)s1)C2=O (centres undefined)	i	i	i	-7	i	i	i	i	-0.1	i	4
CCN1CCN(C(=O)NC(c2ccc(C)c(F)c2)C(Cl)Cl)CC1 (centres undefined)	i	i	i	22	i	i	i	i	0.1	i	-18
CC1CN(C(=O)CN2C(=O)NC3(CCCCCC3)C2=O)CC(C)O1 (centres undefined)	i	i	i	0	i	i	i	i	-0.5	i	0
Cc1ccc(C(=O)OCC(=O)NC2CCCCC2)o1	i	i	i	-3	i	i	i	i	0.2	i	1
O=C1c2ccccc2C(=O)c2c1ccc(C(=O)N1CCCCC1)c2NCCO	i	i	i	3	7*	i	i	i	-1.1	i	10
CCc1ccc2c(CN3CCc4cc(OC)c(OC)cc4C3)cc(=O)oc2c1	i	i	i	-3	i	i	i	i	-0.1	i	-1
Cc1ccc(NC(=O)C2CCCN(c3ncnc4c3nc3n4CCCCC3)C2)nc1 (centres undefined)	i	i	i	-12	i	i	i	i	-0.6	i	-7
COc1ccc(C(c2nnnn2Cc2cccs2)N2CCN(c3ccccc3F)CC2)cc1OC (centres undefined)	i	i	i	-2	i	i	i	i	1.7	i	3
NCCCC[C@H]1CN=C(N)N1CCCCC1CCCCC1	i	i	i	3	i	i	i	i	0.4	i	10
CCCCN(C(=O)Cc1cccc(F)c1)c1c(N)n(CCC)c(=O)[nH]c1=O	i	i	i	-20	i	i	i	i	0.3	i	0
O=C(CSc1nnc(NC(=O)c2cccc(Br)c2)s1)NCC1CCCO1 (centres undefined)	i	i	i	11	i	i	i	i	0.0	i	1
CCN(C(=O)c1coc(=O)c(Br)c1)c1ccc2c(c1)OCO2	i	i	i	16	i	i	i	i	-0.7	i	3
Cn1c2ccccc2c2nnc(SCCN3CCOCC3)nc21	i	i	i	0	·	·	i	·	1.9	i	-3
Cc1nn(-c2cc(N3CCCCC3)ccc2[N+](=O)[O-])c(=O)c2ccccc12	i	i	i	-14	i	i	i	i	-0.8	i	15
O=C1c2cccc(Cl)c2C(=O)N1c1ccccn1	i	i	i	-1	i	i	i	i	0.4	i	2
Cc1cc(Nc2ccccc2N2CCOCC2)n2ncnc2n1	i	i	i	1	i	i	i	i	-0.1	i	1
NC(=O)CSc1nnc(COc2cccc3ccccc23)o1	i	i	i	10	i	i	i	i	1.4	i	-4
O=C1CCCN1CCC(=O)N1CCCC(N2CCN(c3ccccc3F)CC2)C1 (centres undefined)	i	i	i	-3	i	i	i	i	0.3	i	1
Cc1ccccc1-n1c(C)nnc1SCC(=O)NC1CCCc2ccccc21 (centres undefined)	i	i	i	-5	i	i	i	i	-0.1	i	-2
COC(=O)C1=C(N)Oc2cc(C)n(Cc3cccnc3)c(=O)c2C1c1ccc(OC)c(OC)c1 (centres undefined)	i	i	i	-8	i	i	i	i	0.2	i	-1
COc1ccccc1C(=O)NCC(=O)OC(C)C(=O)N1CCOCC1 (centres undefined)	i	i	i	5	i	i	i	i	-0.6	i	1
COc1ccc(C(=O)N=C2SC3CS(=O)(=O)CC3N2c2ccc(N(C)C)cc2)cc1OC (centres undefined)	i	i	i	0	i	i	i	i	-3.6	i	-7
COCCCNC(=O)c1ccc(N(C)S(=O)(=O)c2ccc(OC)cc2)cc1	i	i	i	-5	i	i	i	i	0.1	i	2
CC(C)c1ccc[n+](-c2nc([O-])sc2C=O)c1	i	i	i	-16	i	i	i	i	0.3	i	1
N=c1oc2ccccc2cc1-c1nc(-c2ccc(Cl)cc2)cs1	i	i	i	-2	i	i	i	i	0.5	i	15
COc1ccc(OC)c(-n2c(=O)c3ccccc3c3ccccc3c2=O)c1	i	i	i	0	i	i	i	i	0.2	i	-5
COCCNC(=O)/C(C#N)=C/c1cccc(NC(=O)c2ccccc2Cl)c1	i	i	i	3	i	i	i	i	1.1	i	-2
C/C(=N\NC(=O)c1ccccc1F)c1ccccn1	i	i	i	40	i	i	i	i	1.7	i	13
Cn1c(C(=O)N2CCCC(Nc3ccc(F)cc3)C2)cc2ccccc21 (centres undefined)	i	i	i	-10	i	i	i	i	-0.9	i	0
COC(=O)c1cn(C)c2ccc(S(=O)(=O)N3CCCC3)cc2c1=O	i	i	i	1	i	i	·	i	-0.5	i	-15
COc1ccc(NC(=O)c2ccc(OC(F)F)cc2)cc1Cl	i	i	i	64*	i	i	i	i	6.2	i	4
O=C(CN1C(=O)S/C(=C\c2ccc(O)c([N+](=O)[O-])c2)C1=O)Nc1ccc(N2CCOCC2)cc1	i	i	i	·	i	i	i	i	·	i	·
COc1ccc(C(=O)NNC2=NS(=O)(=O)c3ccccc32)cc1OC	i	i	i	-9	i	i	i	i	-0.7	i	1
COC(=O)C1=C(N)Oc2cc(C)n(Cc3ccccc3)c(=O)c2C1c1ccccc1 (centres undefined)	i	i	i	-9	i	i	i	i	-0.6	i	-6
O=C(N/N=C/c1ccc[nH]1)c1cccc([N+](=O)[O-])c1	i	i	i	-5	i	i	i	i	0.4	i	0
CCOc1ccc(NC(=O)CC2C(=O)N(c3ccc(OC)cc3)C(=O)N2CCc2cccs2)cc1 (centres undefined)	i	i	i	-18	i	i	i	i	0.0	i	4
CCCNC(=O)CSc1nc2ccc(OCC)cc2s1	i	i	i	-2	i	i	·	i	1.2	i	0
CN(CC(=O)NCCCc1ccccc1)Cc1ccc(Br)cc1	i	i	i	2	i	i	i	i	0.6	i	5
N#Cc1ccccc1Oc1ccccc1C=O	i	i	i	-1	i	i	i	27*	-0.8	i	0
O=C(NCC1CCCO1)NC12CC3CC(CC(C3)C1)C2 (centres undefined)	i	i	i	4	i	i	i	i	·	i	-6
Cc1ccc(S(=O)(=O)N2CCOC2CNC(=O)C(=O)NCc2ccccc2)cc1 (centres undefined)	i	i	i	-7	i	i	i	i	-0.4	i	-3
C/C(=N\Nc1ccc(C(F)(F)F)cc1[N+](=O)[O-])C(C)C	i	i	i	26	i	i	i	i	0.6	i	-4
O=C(Nc1ccncc1)c1ccccc1Cl	i	i	i	2	i	i	i	i	-1.6	i	2
COc1cc(NC(=O)COC(=O)CNC(=O)c2cc(C)cc(C)c2)c(C)cc1[N+](=O)[O-]	i	i	i	-2	i	i	i	i	0.1	i	5
Cc1ccc(-n2ncc3c(=O)n(CC(=O)N4CCN(c5ccccc5)CC4)cnc32)cc1	i	i	i	1	i	i	i	i	-0.5	i	-5
CC(C)CN1CCN(Cc2ccc(CN3CCCCC3)s2)CC1CCO (centres undefined)	i	i	i	-4	i	i	i	i	0.0	i	-7
O=S(=O)(c1ccc(-c2ccccc2)cc1)N1CCOCC1	i	i	i	-4	i	i	i	i	-0.9	i	5
CCN(CC)C(=O)C(C(=O)c1cccc([N+](=O)[O-])c1)n1cc(Cl)ccc1=O (centres undefined)	i	i	i	-12	i	i	i	i	-0.8	i	-1
